Bioassay records: PubChem BioAssay, several laboratories
pCIP destab – compounds decreasing mouse p/CIP protein stability; Q05BA5; F442A p/CIP-EGFP cells, EGFP fluorescence, 16 h; decrease of EGFP signal, % at 10 µM; 0.01% of 290,000 active;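 active = EGFP signal decrease of at least 30% at 10 µM or well 3 SD below plate mean, unless failing retest; inactive = the rest, including hits failing retest or dose response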; note: some compounds called inactive have numbers as strong as hits; many of its hits are not listed in these tables
GalR3 antagonist – antagonists of human GalR3. AID 651719. HEK293 GalR3-CNG cAMP membrane potential fluorescence; galR3 body fused to GalR1 C-terminus. inhibition, % at 3 µM. 0.44% of 360,000 active. O60755;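 active = inhibition above the screen-wide average plus 3 SD, cut at about 13% in these data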;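 note: forskolin and galanin both at EC90 stimulate the cells; cAMP rise reported by CNG channel membrane potential dye signal; 0% = forskolin plus galanin with DMSO and 100% = forskolin alone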
Target sequence (O60755 1-299 limits assumed): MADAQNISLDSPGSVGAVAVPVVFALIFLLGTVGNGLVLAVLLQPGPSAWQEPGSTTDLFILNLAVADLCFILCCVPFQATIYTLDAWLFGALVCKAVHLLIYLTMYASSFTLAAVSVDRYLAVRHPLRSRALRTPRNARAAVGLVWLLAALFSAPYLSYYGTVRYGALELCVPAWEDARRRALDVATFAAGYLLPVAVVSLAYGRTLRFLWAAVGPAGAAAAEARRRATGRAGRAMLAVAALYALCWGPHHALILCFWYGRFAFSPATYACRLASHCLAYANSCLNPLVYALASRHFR
CRFBP-R2 agonist – agonists of human CRF-binding protein/CRF-R2 receptor complex; HEK293 CRF-R2/CRF-BP, calcium dye fluorescence (FLIPR); percent of saturating CRF peptide response; activation, % at 13.2 µM; 0.46% of 350,000 active; AID 588473;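 active = activation of at least 50%, plus an integration ratio under a set limit after plate pattern correction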;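 note: plate controls were neutral control wells without compound for no effect and CRF at EC100 for full effect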
IDE act – activators of human insulin-degrading enzyme in cells; 0.073% of 340,000 active; activation, % at 5.96 µM; HEK cells, FAbeta-B cleavage, fluorescence polarization; 0% vehicle, 100% cell-free pure enzyme wells;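 active = activation above the mean of all tested compounds plus 3 SD, set per screening campaign, cut at about 17% in these data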
CHRM4 PAM – positive allosteric modulators of human muscarinic M4 receptor; 0.4% of 360,000 active; activation, % at 3 µM; P08173; AID 624126; CHO-K1 hM4/Gqi5, Fluo-8 calcium fluorescence, ACh EC20; 0% = ACh EC20, 100% = maximal ACh;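 active = activation above its plate's cutoff, the mean activation of sample wells plus 3 SD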; note: some results filed as inactive read as strong as hits
IDE cell inh – cellular human IDE inhibition; P14735; HEK cells, FAbetaB cleavage, fluorescence polarization; inhibition, % at 5.59 µM; 0.41% of 320,000 active;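 active = percent inhibition above the average of all tested compounds plus 3 SD, set per screening campaign, cut at about 16% in these data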;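 note: IDE supplied by intact live HEK cells; FP after avidin binding of uncleaved biotin substrate so inhibition keeps polarization high; 0% = DMSO wells and 100% = 60 µM reference IDE inhibitor Ii1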
PHOSPHO1 block – PHOSPHO1 (human) inhibition. recombinant PHOSPHO1, absorbance phosphatase assay. inhibition, % at 13.3 µM. 1.1% of 290,000 active; in the data active = inhibition above about 60%
CRFBP-R2 block – CRF-BP/CRF-R2 complex antagonism; HEK293 CRF-R2/CRF-BP, CRF-induced calcium fluorescence; 0.59% of 350,000 active; inhibition, % at 11.8 µM;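 active = inhibition of the ligand-induced calcium signal above about 50% at the single tested concentration, limit read from the data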
MEKK3 PB1 HTS – modulators (inhibitors or enhancers) of MEK5 binding to human MEKK3 PB1 domain; Q99759; bead-based flow cytometry, Alexa488-MEK5 binding to MEKK3; actives lie on both sides; 0 = blocked by unlabeled MEK5, 100 = vehicle; binding response (% of control), % at 10 µM; 1.4% of 290,000 active;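 active = binding response more than 3 SD above or below the average of its plate-row segment, actives on both sides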;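 note: Alexa488 bead fluorescence after subtracting the streptavidin-only scavenger bead signal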
Target sequence (Q99759 whole entry, looked up, the tested form may be a part): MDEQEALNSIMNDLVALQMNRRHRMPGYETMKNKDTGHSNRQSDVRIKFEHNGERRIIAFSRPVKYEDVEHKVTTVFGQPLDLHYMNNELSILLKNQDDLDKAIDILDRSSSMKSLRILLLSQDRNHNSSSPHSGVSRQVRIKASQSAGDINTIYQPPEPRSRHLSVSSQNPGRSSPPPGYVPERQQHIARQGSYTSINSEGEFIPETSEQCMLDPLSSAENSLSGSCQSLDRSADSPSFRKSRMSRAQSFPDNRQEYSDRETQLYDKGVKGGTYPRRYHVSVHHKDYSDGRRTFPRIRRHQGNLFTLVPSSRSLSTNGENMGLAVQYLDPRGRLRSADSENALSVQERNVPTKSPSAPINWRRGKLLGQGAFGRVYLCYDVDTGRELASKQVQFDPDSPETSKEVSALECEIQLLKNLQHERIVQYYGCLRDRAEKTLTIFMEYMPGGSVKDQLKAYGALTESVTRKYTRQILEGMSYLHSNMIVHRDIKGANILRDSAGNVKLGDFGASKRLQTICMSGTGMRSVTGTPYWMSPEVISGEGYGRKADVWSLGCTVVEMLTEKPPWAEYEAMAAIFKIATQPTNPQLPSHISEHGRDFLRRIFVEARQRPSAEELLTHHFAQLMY
Active calls of the source: *; / = not tested or not shown; & = joins results of further samples.

GalR3 antagonist	SMILES	CRFBP-R2 agonist	CRFBP-R2 block	CHRM4 PAM	pCIP destab	MEKK3 PB1 HTS	PHOSPHO1 block	IDE act	IDE cell inh
-1	CCOC(=O)N1CCN(C(=O)C2CCCN(S(C)(=O)=O)C2)CC1 (stereo unspecified)	2.1	-67	6	-12	113	7	2	4
-4	CCN(C[C@H]1N[C@@](CC)(C(=O)OC)[C@H]2C(=O)N(C)C(=O)[C@@H]12)C(=O)Nc1ccc(C)cc1	-4.1	-11	8	/	/	/	5	-1
2	COc1ccc(NS(=O)(=O)Cc2ccccc2Cl)cn1	6.0	-25	0	-1	95	16	-3	-1
-7	O=C(Cn1cccc1)N1CCN(C(c2ccccc2)c2ccccc2)CC1	-1.4	10	-18	2	109	23	0	-1
-1	O=C(COC(=O)c1ccc(F)cc1)Nc1cc(S(=O)(=O)N2CCOCC2)ccc1N1CCCC1	0.4	-11	-2	5	113	24	4	-1
2	COc1ccc(CN(C)CC(=O)NC(C)c2ccccc2)c(OC)c1 (stereo unspecified)	-0.6	4	-2	12	96	-19	1	3
3	N#Cc1cc(Cl)c(N2CCOCC2)cc1C#N	0.0	3	-1	10	104	19	2	5
-6	Cc1nnc2n1N=CC=C(c1ccccc1)S2	2.5	-7	9	-10	99	-12	4	-3
-7	CCOc1cccc(C(=O)Nc2cccc(NC(=O)c3ccco3)c2)c1	-4.5	10	-4	18	85	6	-11	5
5	Cc1ncc(CN2CCN(C3CCCC3)C(CCO)C2)s1 (stereo unspecified)	0.4	-2	-1	-2	97	40	3	2
-2	Cc1ccc(CS(=O)(=O)CCC(=O)NCCN2CCCC2)cc1	-1.1	16	4	16	101	10	2	-3
-7	O=C(CN1CCNCC1)Nc1ccc(Oc2ccccc2)cc1	1.1	-9	13	-5	98	4	-3	5
-6	S=C(c1cn(Cc2ccccc2)c2ccccc12)N1CCOCC1	1.6	-11	5	7	102	-7	-5	5
-2	C=CC[C@@H](CC(=O)N[C@H](CO)Cc1ccccc1)C(=O)N[C@@H](COC(=O)[C@@H](CC=C)CC(=O)OC(C)(C)C)Cc1c[nH]c2ccccc12	-0.5	8	1	/	/	/	0	8
2	COC(=O)c1ccc(C2CC(=O)Nc3cc(OC)c(OC)cc32)cc1 (stereo unspecified)	0.0	13	-4	-16	92	-31	4	-5
4	CCOC(=O)C1(Cc2cccc(OC)c2)CCN(Cc2cnc(SC)nc2)CC1	-1.0	1	7	-7	103	-3	/	-3
-4	O=C(O)c1nn(CCOc2ccccc2F)c(=O)c2ccccc12	-2.4	7	0	-13	99	23	3	0
-3	CCc1nc(SCC(=O)N2CCCc3ccccc32)c2oc3ccccc3c2n1	0.2	-10	8	-2	99	15	3	0
-9	O=C(NC1CCCCCCC1)C1CCN(c2nc3ccccc3o2)CC1	0.3	-41	-2	-3	98	-7	0	0
/	C=CCn1cccc(C(=O)Nc2ccc(OC)c(Cl)c2)c1=O	-1.0	-1	-6	2	104	50	0	0
0	Cc1nc2nc(CNC(=O)OC(C)(C)C)nn2c(C)c1CCC(=O)Nc1ccc2c(c1)OCO2	2.3	5	2	2	104	-28	-2	8
-3	CCOC(=O)c1c(NC(=O)CSc2nnnn2CC)sc(C)c1C	0.2	-2	0	-2	99	-8	7	-3
-3	c1ccc2c(-c3nn4nnnc4c4ccccc34)cccc2c1	0.4	24	-1	-11	/	-42	2	-1
-7	CCOCCCNC(=O)CSc1nnc(-c2ccc(S(=O)(=O)N3CCCC3)cc2)n1C	-0.6	-15	-5	-3	103	10	0	2
0	CCOc1ccccc1C1CC(=O)Nc2c1c(=O)n(C)c(=O)n2C (stereo unspecified)	0.8	14	1	20	104	15	-1	3

Rewritten with the structure last: 4 of the compounds above.
GalR3 antagonist	CRFBP-R2 agonist	CRFBP-R2 block	CHRM4 PAM	pCIP destab	MEKK3 PB1 HTS	PHOSPHO1 block	IDE act	IDE cell inh	smiles
4	-1.0	1	7	-7	103	-3	/	-3	CCOC(=O)C1(Cc2cccc(OC)c2)CCN(Cc2cnc(SC)nc2)CC1
-4	-2.4	7	0	-13	99	23	3	0	O=C(O)c1nn(CCOc2ccccc2F)c(=O)c2ccccc12
-3	0.2	-10	8	-2	99	15	3	0	CCc1nc(SCC(=O)N2CCCc3ccccc32)c2oc3ccccc3c2n1
-9	0.3	-41	-2	-3	98	-7	0	0	O=C(NC1CCCCCCC1)C1CCN(c2nc3ccccc3o2)CC1

The list continues:
GalR3 antagonist	SMILES	CRFBP-R2 agonist	CRFBP-R2 block	CHRM4 PAM	pCIP destab	MEKK3 PB1 HTS	PHOSPHO1 block	IDE act	IDE cell inh
0	C=CCC(CC=C)(NC(=O)c1ccccc1)c1ccccc1	-1.9	8	-7	2	100	28	-2	9
1	O=C(C1CCN(c2ncnc3c2nc2n3CCCCC2)CC1)N1CCN(c2ccc(F)cc2)CC1	-4.0	10	-2	-5	102	32	-6	3
-5	CCCOC(=O)c1c(NC(=O)/C=C/c2cnn(C)c2C)sc(C(=O)OCC)c1C	1.1	-9	2	-26	106	29	-1	7
-2	Cc1cccc(N2CCN(C(=O)/C=C/c3ccco3)CC2)c1C	1.2	-4	0	-7	93	1	-2	5
-8	COc1ccc(CNC(=O)C2(CC(=O)NC(C)(C)C)CCCC2)cc1	-0.8	5	-4	5	98	27	-1	1
-2	CC(NC(=O)CSc1nc2c(cc1C#N)CN(C)CC2)c1ccccc1 (stereo unspecified)	21	7	-13	7	109	95*	-1	5
-4	O=C(CNS(=O)(=O)N1CCOCC1)N/N=C/c1cccnc1	1.5	-22	8	-9	97	32	10	2
3	CN(C)c1ccc(CNS(=O)(=O)c2ccc3c(c2)NC(=O)CS3)cc1	-0.9	6	4	-10	92	18	-2	-3
-6	Cc1ccccc1N=C(NO)c1nonc1N	-1.4	2	-6	-20	92	53	0	-1
-1	Cc1ccc(Cn2c(SC(C)C(N)=O)nc3ccccc3c2=O)cc1 (stereo unspecified)	-2.1	-55	-3	-26	92	10	2	0
1	CC1(C)CC(=O)C2=C(C1)OC1=C(C(=O)CC(C)(C)C1)C2c1ccc(O)cc1O	-0.1	-46	9	0	100	31	-12	2
-6	COc1cc(C(=O)O/N=C(\N)c2ccccn2)cc(OC)c1OC	-3.4	32	-6	-1	97	20	0	-2
-1	Cc1cc(F)ccc1S(=O)(=O)N1CCCOC1CNC(=O)C(=O)NCC(C)C (stereo unspecified)	-0.7	-5	-3	-4	107	32	-1	-5
-5	COc1ccc(NS(=O)(=O)c2ccc3c(c2)N(C(C)=O)CCO3)c(OC)c1	-1.8	7	9	-1	97	30	4	2
-5	Cc1ccc(NC(=O)COC(=O)c2ccccc2Cl)cc1S(=O)(=O)N(C)C	0.7	3	-3	-4	108	28	2	-2
-1	CC(C)NC(=O)N(C)C[C@H]1Oc2ccc(NC(=O)CCC(F)(F)F)cc2C(=O)N([C@H](C)CO)C[C@@H]1C	-2.1	3	14	/	/	/	4	-4
-1	CCCC(=O)Nc1ncnc2c1ncn2[C@@H]1O[C@@H]2OP(=O)(O)OC[C@H]2[C@H]1OC(=O)CCC	-0.3	-2	1	/	/	/	7	-1
-4&-4	CCN1CCN(Cc2ccc(NC(=O)c3cc(NC(=O)c4cc5cccc(OC)c5o4)cc(OC)c3)cc2C(F)(F)F)CC1	-0.6&1.1	-2&-1	-7&-3	-13	124*	-3	3	2
-7	O=c1cc[nH]c2c1ccc1cccnc12	-0.5	-7	12	/	/	/	-2	-5
-13	Cc1nc(SCc2ccc([N+](=O)[O-])cc2)n[nH]1	-1.4	8	11	-4	99	19	6	-2
1	Cc1ccc(S(=O)(=O)N(C)c2ccccc2C(=O)Nc2ccc3c(c2)OCCO3)cc1	-7.6	-10	-6	4	110	-20	8	3
1	O=C(CSc1ncn[nH]1)Nc1nc(-c2cccc([N+](=O)[O-])c2)cs1	-3.6	4	-23	-5	95	4	4	9
1	CC1=CCC2C(=O)N(c3ccc(C)c(Br)c3)C(=O)C2C1 (stereo unspecified)	-4.9	-16	5	-15	103	-6	6	3
-7	CC(C)Cc1nnc(NC(=O)CCC(=O)NCCc2ccccc2)s1	-0.3	2	-5	-20	101	28	4	-1
0	Cc1ccc2nc(SC(C)C(=O)NC3CCCc4ccccc43)[nH]c2c1 (stereo unspecified)	-0.4	-33	3	-6	102	-21	2	-1
2	COc1ccccc1-n1c(=O)oc2ccc(Cl)cc2c1=O	-0.4	6	3	1	97	-8	1	-4
-7	COC(=O)[C@@]12CCCN1[C@H](c1ccc(SC3CCCCC3)cc1)[C@H]1C(=O)N(C)C(=O)[C@H]12	-1.0	1	-6	/	/	/	7	0
-7	Cc1ccc(NC(=O)CCc2ccc(C)o2)c(C)c1	-3.0	4	-1	-6	100	30	2	-2
-2	COc1ccc(-c2cc(C(F)(F)F)nc(-n3ccnc3)n2)cc1	-1.0	-10	12	14	103	-5	6	6
3	Cc1nc(N2CCN(C)CC2)c2sc(=S)n(-c3ccccc3)c2n1	-1.5	-4	0	-13	82	5	-1	5
0	Cc1c(O)ccc(C(=O)CN2CCN(c3ccccc3)CC2)c1O	0.1	-9	-3	-4	103	18	-4	6
8	FCCCOc1ccc(/C=N/OCc2ccc(Cl)cc2Cl)cc1	-1.3	2	3	-12	100	27	0	-1
0	COC1CCCN(C(=O)c2ccc3nc(Cc4cccc(Cl)c4)oc3c2)C1 (stereo unspecified)	0.8	-20	4	-21	101	-132	2	2
-11	CCOc1ccc(-n2cnc3c(=O)[nH]c(N)nc32)cc1	1.2	5	7	5	51	-10	-2	3
-9	Cc1ccc(-c2nc(CN3CCN(c4cnccn4)CC3)c(C)o2)o1	3.0	2	-4	-8	108	27	-7	3
1	Oc1ccc(N2CCN(C(c3ccccn3)c3nnnn3C3CCCC3)CC2)cc1 (stereo unspecified)	0.1	-4	-2	2	107	6	-1	0
1	COc1cccc(C2C(C(=O)c3cc4cccc(OC)c4o3)=C(O)C(=O)N2c2cc(C)on2)c1OC (stereo unspecified)	1.5	0	13	-3	99	14	7	4
-2	CSc1nc(-c2ccco2)nn1C(=O)c1cccs1	2.0	-17	3	-4	103	-15	-3	-3
8	CCOc1ccc(CCNS(=O)(=O)c2ccc3c(c2)NC(=O)CO3)cc1OCC	2.7	16	7	-3	100	10	-1	3
-4	CCN(CC)CCNc1ncnc2c1sc1nc(N3CCOCC3)c3c(c12)CCCC3	-0.1	-5	-10	2	104	24	4	2
1	COc1cccc(/C=C(\C(=O)O)c2ccccc2)c1	-1.3	-8	12	16	109	4	0	-2
-6	O=C(CN1CCc2ccccc2C1)Nc1ccc(F)cc1	0.3	-4	-3	0	102	24	-4	/
/	NC(=O)C1CCN(CC(O)CSc2ccc(F)cc2)CC1 (stereo unspecified)	-0.9	7	5	8	107	/	3	-3
-2	Cc1csc2c(=O)sc(NC(=O)c3cccs3)nc12	0.3	-10	-4	4	100	18	/	2
-6	O=C(CSc1nncn1-c1ccccc1)Nc1ccc(F)cc1F	0.0	14	-4	-20	105	8	5	-5
-3	O=C(O)CC1(CC(=O)Nc2ccc(Br)cc2)CCCCC1	-1.3	-3	6	-2	99	47	0	-3
-1	COc1cc(OC)cc(C(=O)NCC2CCCN(Cc3cccc(C(C)=O)c3)C2)c1 (stereo unspecified)	1.4	-14	-6	4	98	19	5	1
-3	COCCNC(=O)C1(C(F)(F)F)CC(CCCO)CCCO1 (stereo unspecified)	-1.3	1	0	/	99	/	0	4
2	CCN(CC)CCNC(=O)C(=O)NCC1OCCN1S(=O)(=O)c1ccc(Cl)cc1 (stereo unspecified)	-0.5	-8	-4	6	102	5	-2	1
